NSD2 block: NSD2 (human) methyltransferase inhibition. O96028. inhibition, % at 12.5 µM. NSD2-SET H3K36me1 DELFIA fluorescence, biochemical. AID 624260. 44,000 compounds, 0.07% hits; in the data active = inhibition above about 54%, passing the limit was not always enough; inconclusive = no clear call, values can overlap the other calls;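 also: inhibitors reduce the monomethyl H3K36 fluorescence signal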
Target sequence (O96028 whole entry, looked up): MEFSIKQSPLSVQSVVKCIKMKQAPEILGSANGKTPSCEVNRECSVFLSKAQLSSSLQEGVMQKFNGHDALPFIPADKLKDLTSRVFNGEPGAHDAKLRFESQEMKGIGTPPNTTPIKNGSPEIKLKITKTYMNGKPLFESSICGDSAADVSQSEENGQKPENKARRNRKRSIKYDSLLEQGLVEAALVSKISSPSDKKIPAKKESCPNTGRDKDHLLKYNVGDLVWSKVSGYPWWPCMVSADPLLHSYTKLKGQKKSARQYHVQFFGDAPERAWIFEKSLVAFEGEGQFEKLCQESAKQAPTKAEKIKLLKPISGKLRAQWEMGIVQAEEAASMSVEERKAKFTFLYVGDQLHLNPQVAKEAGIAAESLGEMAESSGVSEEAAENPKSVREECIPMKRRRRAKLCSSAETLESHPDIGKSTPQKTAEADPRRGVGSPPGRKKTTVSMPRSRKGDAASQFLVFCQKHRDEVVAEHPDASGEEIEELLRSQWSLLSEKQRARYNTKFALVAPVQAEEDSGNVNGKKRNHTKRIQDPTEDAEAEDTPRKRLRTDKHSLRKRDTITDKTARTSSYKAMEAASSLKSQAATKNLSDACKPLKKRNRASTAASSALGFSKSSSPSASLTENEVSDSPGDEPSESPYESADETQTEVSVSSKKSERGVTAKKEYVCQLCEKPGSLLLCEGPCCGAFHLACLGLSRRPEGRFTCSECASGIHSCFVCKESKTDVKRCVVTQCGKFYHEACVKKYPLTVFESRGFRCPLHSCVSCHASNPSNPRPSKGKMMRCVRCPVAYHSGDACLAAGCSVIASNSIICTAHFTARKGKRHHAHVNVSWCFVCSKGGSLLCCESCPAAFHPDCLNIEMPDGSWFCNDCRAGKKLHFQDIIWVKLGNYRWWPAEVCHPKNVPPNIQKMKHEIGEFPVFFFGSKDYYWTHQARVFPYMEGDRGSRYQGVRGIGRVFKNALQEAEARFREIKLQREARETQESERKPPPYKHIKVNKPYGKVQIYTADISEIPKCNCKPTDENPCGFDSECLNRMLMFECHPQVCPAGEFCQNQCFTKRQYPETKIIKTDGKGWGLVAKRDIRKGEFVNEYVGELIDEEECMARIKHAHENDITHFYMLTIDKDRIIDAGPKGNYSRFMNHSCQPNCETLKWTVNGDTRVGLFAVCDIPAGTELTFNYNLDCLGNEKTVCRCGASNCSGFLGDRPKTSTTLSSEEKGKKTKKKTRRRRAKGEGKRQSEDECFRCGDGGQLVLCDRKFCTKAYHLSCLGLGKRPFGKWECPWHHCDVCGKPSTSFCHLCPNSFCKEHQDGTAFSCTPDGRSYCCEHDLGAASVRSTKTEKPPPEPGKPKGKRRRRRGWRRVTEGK
Starred values were filed as active, the others as inactive; ? = inconclusive. Not all compounds are listed; rates above refer to the full screens.

SMILES | NSD2 block
Cc1ccc(-c2cnc3c(c2)C(=O)N([C@@H](C)CO)C[C@H](C)[C@H](CN(C)C(=O)c2ccccc2)O3)cc1 | -4
Cc1noc(C)c1S(=O)(=O)N(C)C[C@H]1Oc2ccc(N(C)C)cc2CC(=O)N([C@@H](C)CO)C[C@@H]1C | -3
COc1ccccc1-c1ccc2c(c1)O[C@H](CN(C)C(C)=O)[C@H](C)CN([C@H](C)CO)S2(=O)=O | -2
Cc1ccc(S(=O)(=O)N(C)C[C@H]2Oc3ccc(N(C)C)cc3C(=O)N([C@H](C)CO)C[C@@H]2C)cc1 | -10
CNC[C@@H]1Oc2c(NC(=O)Nc3ccccc3)cccc2C(=O)N([C@H](C)CO)C[C@@H]1C | 7
COc1ccc(S(=O)(=O)N(C)C[C@H]2Oc3ccc(NC(=O)CCC(F)(F)F)cc3CC(=O)N([C@@H](C)CO)C[C@H]2C)cc1 | -1
Cc1noc(C)c1NC(=O)N(C)C[C@@H]1OCCCC[C@@H](C)Oc2ccc(NS(=O)(=O)c3cccs3)cc2C(=O)N([C@H](C)CO)C[C@@H]1C | 9
COc1ccc(S(=O)(=O)Nc2cccc3c2O[C@H](CN(C)Cc2ccc4c(c2)OCO4)[C@@H](C)CN([C@H](C)CO)C3=O)cc1 | -1
CC(C)NC(=O)Nc1ccc2c(c1)CC(=O)N([C@@H](C)CO)C[C@H](C)[C@H](CN(C)C(=O)Nc1ccc(F)cc1)O2 | -7
C[C@@H]1CN([C@@H](C)CO)C(=O)CCCn2nncc2CO[C@H]1CN(C)Cc1ccc(C(F)(F)F)cc1 | -3
COc1ccc(NC(=O)Nc2ccc3c(c2)[C@H]2C[C@H](CC(=O)NCCc4ccccc4)O[C@H](CO)[C@H]2O3)cc1 | -2
C[C@@H]1CN([C@H](C)CO)C(=O)c2cc(NS(=O)(=O)c3cccs3)ccc2O[C@@H]1CN(C)CC1CC1 | 2
C[C@@H]1CN([C@@H](C)CO)S(=O)(=O)c2ccc(-c3ccncc3)cc2O[C@H]1CN(C)C(=O)Nc1ccc(C(F)(F)F)cc1 | -2
Cc1noc(C)c1S(=O)(=O)N(C)C[C@H]1OCCCC[C@@H](C)Oc2ccc(NC(=O)Nc3ccc(F)cc3)cc2C(=O)N([C@@H](C)CO)C[C@@H]1C | 1
Cc1noc(C)c1S(=O)(=O)Nc1ccc2c(c1)C(=O)N([C@H](C)CO)C[C@@H](C)[C@@H](CN(C)S(=O)(=O)c1ccc(Cl)cc1)O2 | -1
CC(C)NC(=O)N(C)C[C@H]1Oc2ccc(NS(=O)(=O)c3ccc(F)cc3)cc2C(=O)N([C@@H](C)CO)C[C@H]1C | 4
Cc1noc(C)c1S(=O)(=O)N(C)C[C@H]1Oc2c(cccc2N(C)C)C(=O)N([C@H](C)CO)C[C@@H]1C | 4
C[C@@H]1CN([C@@H](C)CO)C(=O)Cc2cc(NC(=O)Nc3ccc(F)cc3)ccc2O[C@@H]1CN(C)C | 8
C[C@@H]1CN([C@H](C)CO)C(=O)c2cccc(NS(=O)(=O)c3cn(C)cn3)c2O[C@H]1CN(C)C(=O)NC1CCCCC1 | 3
CCC(=O)N(C)C[C@H]1Oc2cc(-c3ccccc3F)ccc2S(=O)(=O)N([C@H](C)CO)C[C@@H]1C | -5
O=C(NCCNC(=O)c1cc2ccccc2cc1O)c1cc2ccccc2cc1O | 1
Cc1noc(C)c1S(=O)(=O)Nc1ccc2c(c1)C(=O)N([C@H](C)CO)C[C@@H](C)[C@@H](CN(C)C(=O)c1ccncc1)OCCCC[C@H](C)O2 | -2
C[C@H](CO)N1C[C@H](C)[C@H](CN(C)Cc2ccncc2)Oc2ccc(NS(C)(=O)=O)cc2C1=O | -2
C[C@@H]1CCCCO[C@H](CN(C)Cc2ccncc2)[C@H](C)CN([C@H](C)CO)C(=O)c2cc(NC(=O)NC3CCCCC3)ccc2O1 | 0
COc1ccc(CN(C)C[C@H]2Oc3c(NC(=O)Nc4c(C)noc4C)cccc3C(=O)N([C@@H](C)CO)C[C@@H]2C)cc1 | 6
C[C@@H]1CCCCO[C@@H](CN(C)C(=O)Nc2ccc3c(c2)OCO3)[C@@H](C)CN([C@H](C)CO)C(=O)c2cc(NC(=O)NC3CCCCC3)ccc2O1 | 4
C[C@H]1CN([C@@H](C)CO)C(=O)Cc2cc(NC(=O)NC3CCCCC3)ccc2O[C@H]1CN(C)Cc1ccc(C(=O)O)cc1 | -1
C/C(=C\C=C\C(C)C)CC/C=C(\C)CCOc1c(O)cc2c(c1O)CNC2=O | -12
CN1CCN(C(=O)C[C@@H]2C[C@@H]3c4cc(NC(=O)Cc5ccncc5)ccc4O[C@@H]3[C@@H](CO)O2)CC1 | 2
Cc1noc(C)c1NC(=O)Nc1cccc2c1O[C@H](CN(C)Cc1ccc3c(c1)OCO3)[C@@H](C)CN([C@@H](C)CO)C2=O | 1
COc1ccc(NC(=O)Nc2ccc3c(c2)[C@@H]2C[C@H](CC(=O)N(C)C)O[C@@H](CO)[C@@H]2O3)cc1 | -3
C[C@H]1CN([C@@H](C)CO)C(=O)Cc2cc(NC(=O)Cc3cn(C)c4ccccc34)ccc2O[C@H]1CN(C)Cc1ccc(C(F)(F)F)cc1 | -2
C[C@H](CO)N1C[C@H](C)[C@H](CN(C)Cc2ccc(-c3ccccc3)cc2)Oc2ccc(NS(=O)(=O)c3ccccc3)cc2CC1=O | 3
C[C@H]1CN([C@@H](C)CO)C(=O)Cc2cc(NC(=O)Nc3cccc4ccccc34)ccc2O[C@@H]1CN(C)Cc1ccncc1 | -3
C[C@H]1CN([C@@H](C)CO)C(=O)c2cc(C#CCN(C)C)cnc2O[C@@H]1CN(C)S(C)(=O)=O | -11
O=C(O)CCC(=O)N(Cc1ccccc1)Cc1cn(-c2ccccc2)nc1-c1cccnc1 | -1
O=C(NCCCN1CCCC1=O)c1cc(-c2ccccn2)nc2ccc(Br)cc12 | 4
C[C@H](CO)N1C[C@H](C)[C@H](CN(C)C(=O)C2CC2)Oc2ncc(C#Cc3cccc(F)c3)cc2C1=O | 0
C[C@H]1CN([C@@H](C)CO)C(=O)c2cc(NC(=O)C3CC3)ccc2O[C@H]1CN(C)Cc1ccc(Oc2ccccc2)cc1 | 3
C[C@H]1CN([C@@H](C)CO)C(=O)c2cccc(NS(=O)(=O)c3ccccc3)c2O[C@@H]1CN(C)C(=O)NC1CCCCC1 | 1
C[C@@H]1CCCCO[C@H](CN(C)S(=O)(=O)c2ccccc2)[C@H](C)CN([C@@H](C)CO)C(=O)c2cc(NC(=O)NC3CCCCC3)ccc2O1 | -2
N#Cc1c[nH]c2ccc(NC(=O)/C=C/c3ccc(OC(F)(F)F)cc3)cc12 | -1
CCN(C(=O)CCc1nc(-c2ccccc2F)no1)c1cc(Cl)ccc1OC | 1
C[C@H](CO)N1C[C@H](C)[C@@H](CN(C)C(=O)Nc2ccc3c(c2)OCO3)OCCCC[C@H](C)Oc2ccc(NS(=O)(=O)c3ccccc3)cc2C1=O | -3
C[C@@H]1CN([C@H](C)CO)C(=O)c2cc(NS(=O)(=O)c3ccc(F)cc3)ccc2O[C@@H](C)CCCCO[C@@H]1CN(C)C(=O)NC1CCCCC1 | 2
Cc1noc(C)c1S(=O)(=O)Nc1ccc2c(c1)C(=O)N([C@@H](C)CO)C[C@@H](C)[C@H](CN(C)C(=O)c1ccncc1)OCCCC[C@@H](C)O2 | -5
C[C@H]1CN([C@@H](C)CO)C(=O)c2cc(NS(C)(=O)=O)ccc2O[C@H]1CN(C)Cc1ccc(Cl)c(Cl)c1 | -8
C[C@@H]1CN([C@H](C)CO)C(=O)c2cc(NC(=O)C3CC3)ccc2O[C@@H]1CN(C)Cc1ccc(C(F)(F)F)cc1 | 38
CC(=O)/C=C\[C@@H]1[C@@]2(C)CCCC(C)(C)C2CC[C@@]1(C)O (stereo partly drawn) | -2
CN(C)c1ccc2c(c1)[C@@H]1C[C@@H](CC(=O)NCc3cc(F)ccc3F)O[C@@H](CO)[C@@H]1O2 | 4
C[C@@H]1CN([C@H](C)CO)C(=O)c2cccc(NS(C)(=O)=O)c2O[C@H]1CN(C)C(=O)Nc1cccc2ccccc12 | 7
C[C@H]1CN([C@@H](C)CO)C(=O)c2cc(NC(=O)c3ccncc3)ccc2O[C@@H]1CN(C)C(=O)Nc1ccc(C(F)(F)F)cc1 | 4
C=C(CO)C(=O)O[C@H]1C[C@@]23O[C@@H]2CC/C(=C/[C@H]2OC(=O)C(=C)[C@H]12)CO[C@@H]3O | -4
C[C@@H]1CN([C@@H](C)CO)C(=O)c2cc(NC(=O)Cc3ccccc3)ccc2O[C@@H]1CN(C)C(=O)Nc1ccc(C(F)(F)F)cc1 | -6
C[C@@H]1CCCCO[C@@H](CN(C)C(=O)Nc2cccc3ccccc23)[C@@H](C)CN([C@H](C)CO)C(=O)c2cc(NC(=O)Nc3ccc(F)cc3)ccc2O1 | -13
C[C@@H]1CN([C@@H](C)CO)C(=O)c2cccc(NC(=O)NC3CCCCC3)c2O[C@@H]1CN(C)S(=O)(=O)c1ccccc1 | 2
C[C@@H]1CN([C@@H](C)CO)C(=O)c2cc(N(C)C)ccc2O[C@@H](C)CCCCO[C@@H]1CN(C)C(=O)Cc1ccccc1 | ?
COc1ccc(S(=O)(=O)N(C)C[C@@H]2Oc3c(NC(=O)C4CCOCC4)cccc3C(=O)N([C@H](C)CO)C[C@@H]2C)cc1 | 1
C[C@@H]1CN([C@H](C)CO)C(=O)c2cc(NC(=O)Nc3ccccc3)ccc2O[C@@H](C)CCCCO[C@@H]1CN(C)Cc1ccc2c(c1)OCO2 | -2
C[C@@H]1CN([C@@H](C)CO)S(=O)(=O)c2ccc(C#C[C@@H](C)O)cc2O[C@H]1CN(C)C(=O)CN(C)C | 0

6 structures from above, sorted by heavy-atom count, low to high.
SMILES | NSD2 block
C=C(CO)C(=O)O[C@H]1C[C@@]23O[C@@H]2CC/C(=C/[C@H]2OC(=O)C(=C)[C@H]12)CO[C@@H]3O | -4
CN(C)c1ccc2c(c1)[C@@H]1C[C@@H](CC(=O)NCc3cc(F)ccc3F)O[C@@H](CO)[C@@H]1O2 | 4
C[C@@H]1CN([C@@H](C)CO)C(=O)c2cccc(NC(=O)NC3CCCCC3)c2O[C@@H]1CN(C)S(=O)(=O)c1ccccc1 | 2
COc1ccc(S(=O)(=O)N(C)C[C@@H]2Oc3c(NC(=O)C4CCOCC4)cccc3C(=O)N([C@H](C)CO)C[C@@H]2C)cc1 | 1
C[C@@H]1CN([C@H](C)CO)C(=O)c2cc(NS(=O)(=O)c3ccc(F)cc3)ccc2O[C@@H](C)CCCCO[C@@H]1CN(C)C(=O)NC1CCCCC1 | 2
C[C@H](CO)N1C[C@H](C)[C@@H](CN(C)C(=O)Nc2ccc3c(c2)OCO3)OCCCC[C@H](C)Oc2ccc(NS(=O)(=O)c3ccccc3)cc2C1=O | -3

(list continues)
SMILES | NSD2 block
O=C(C[C@@H]1C[C@H]2c3cc(NC(=O)c4cccnc4)ccc3O[C@H]2[C@H](CO)O1)NCC(F)(F)F | 1
C[C@@H]1CN([C@H](C)CO)C(=O)Cc2cc(NC(=O)Cn3cnnn3)ccc2O[C@@H]1CN(C)Cc1ccc2c(c1)OCO2 | -2
C[C@@H]1CN([C@@H](C)CO)S(=O)(=O)c2ccc(C#CC3CC3)cc2O[C@@H]1CN(C)C(=O)CN(C)C | -3
C[C@@H]1CN([C@@H](C)CO)C(=O)c2cc(C#Cc3ccccc3)cnc2O[C@H]1CN(C)C(=O)CCN1CCCCC1 | 13
C[C@@H]1CN([C@@H](C)CO)C(=O)c2c(c3ccccc3n2C)-c2ccccc2CO[C@@H]1CN(C)C(=O)c1ccncc1 | -3
CC(C)NC(=O)Nc1ccc2c(c1)C(=O)N([C@@H](C)CO)C[C@H](C)[C@H](CN(C)Cc1ccc(C(=O)O)cc1)OCCCC[C@@H](C)O2 | -1
CC(C)CC#Cc1cnc2c(c1)C(=O)N([C@@H](C)CO)C[C@@H](C)[C@@H](CN(C)Cc1ccccc1)O2 | -1
CN(C)c1ccc(/C=C2\C(=O)Nc3ccccc32)c2ccccc12 | 4
Cc1noc(C)c1S(=O)(=O)N(C)C[C@@H]1Oc2ccc(NC(=O)Nc3cccc4ccccc34)cc2CC(=O)N([C@@H](C)CO)C[C@@H]1C | -4
COc1ccc(NC(=O)N(C)C[C@H]2OCc3cnnn3CCCC(=O)N([C@@H](C)CO)C[C@@H]2C)cc1 | -3
CC(=O)N(C)C[C@H]1Oc2cc(C#Cc3cccnc3)ccc2S(=O)(=O)N([C@H](C)CO)C[C@@H]1C | 1
CNC[C@@H]1OCCCC[C@H](C)Oc2ccc(NC(=O)c3ccncc3)cc2C(=O)N([C@H](C)CO)C[C@H]1C | ?
C[C@@H]1CN([C@@H](C)CO)C(=O)c2cc(C#Cc3ccncc3)cnc2O[C@@H]1CN(C)C(=O)c1ccccc1F | 6
Cc1noc(C)c1NC(=O)N(C)C[C@@H]1Oc2ccc(NC(=O)C3CC3)cc2CC(=O)N([C@H](C)CO)C[C@H]1C | 3
Cc1noc(C)c1S(=O)(=O)Nc1ccc2c(c1)C(=O)N([C@@H](C)CO)C[C@H](C)[C@@H](CN(C)C(=O)Nc1ccc3c(c1)OCO3)O2 | -11
C[C@H](CO)N1C[C@H](C)[C@@H](CN(C)C(=O)Nc2ccc3c(c2)OCO3)Oc2cc(C#Cc3ccncc3)ccc2S1(=O)=O | 2
C[C@H]1CN([C@@H](C)CO)C(=O)c2cc(NC(=O)CCC(F)(F)F)ccc2O[C@@H]1CN(C)Cc1ccc(Oc2ccccc2)cc1 | 5
CCN(CC)CCNC(=O)COc1ccc(OC)cc1 | 0
COc1ccccc1C#Cc1ccc2c(c1)O[C@H](CN(C)Cc1ccncc1)[C@H](C)CN([C@H](C)CO)S2(=O)=O | 10
Cc1noc(C)c1NC(=O)N(C)C[C@@H]1Oc2ccc(NC(=O)Cn3cnnn3)cc2CC(=O)N([C@@H](C)CO)C[C@H]1C | 5

Ordered by the number under NSD2 block (low to high): some entries from above.
| smiles | NSD2 block |
| --- | --- |
| Cc1noc(C)c1S(=O)(=O)N(C)C[C@@H]1Oc2ccc(NC(=O)Nc3cccc4ccccc34)cc2CC(=O)N([C@@H](C)CO)C[C@@H]1C | -4 |
| COc1ccc(NC(=O)Nc2ccc3c(c2)[C@@H]2C[C@H](CC(=O)N(C)C)O[C@@H](CO)[C@@H]2O3)cc1 | -3 |
| COc1ccc(CN(C)C[C@H]2Oc3c(NC(=O)Nc4c(C)noc4C)cccc3C(=O)N([C@@H](C)CO)C[C@@H]2C)cc1 | 6 |

Screening data (PubChem)
